# Bioassay records: PubChem BioAssay, The Scripps Research Institute Molecular Screening Center
# UHRF1 binding – blocks human UHRF1 binding to methylated DNA; 370,000 compounds, 0.75% hits; UHRF1 binding to methylated oligo, TR-FRET; inhibition, % at 4.4 µM; AID 687016; in the data active = inhibition above about 21%;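 note: UHRF1 SRA domain binding a hemimethylated CpG hairpin DNA probe; 0% = median of test compound wells and 100% = reference inhibitor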
# ASAP1 inh – ASAP1 ArfGAP inhibition; ASAP1-stimulated ARF1 GTP hydrolysis, GDP FP detection; inhibition, % at 16.5 µM; 360,000 compounds, 0.19% hits; AID 624377; in the data active = inhibition above about 25%;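 note: 0% = vehicle with enzyme and substrate and 100% = no enzyme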
# Tn6 DDE FP – DD(E)-Tn6 binding inhibition, primary FP screen. P02675. 370,000 compounds, 0.21% hits. Fibrin DD(E) TRITC-Tn6 fluorescence polarization displacement. inhibition, % at 8.3 µM. AID 720509;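 active = inhibition above a per-campaign cutoff: mean of compounds within control limits plus 3 SD, cut at about 15% in these data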;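 note: 0% = median of all compound wells on the plate and 100% = blocking peptide control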
# PLCb3 inh – blocks human PLC-beta3 enzyme activity; 370,000 compounds, 0.18% hits; inhibition, % at 12.2 µM; Q01970; Purified PLC-beta3, fluorogenic substrate, fluorescence; in the data active = inhibition above about 11%;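 note: 0% = median of compound wells on plate and 100% = full blocker control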
# Tn7 DDE FP – inhibitors of Tn7 peptide binding to human fibrin DD(E). P02675. 370,000 compounds, 0.13% hits. inhibition, % at 8.3 µM. FP displacement of FITC-Tn7 peptide from fibrin DD(E); 0% = median of compound wells per plate;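 active = inhibition above the mean of compounds falling within the control limits plus 3 SD of them, cut at about 14% in these data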;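 note: 0% = plate median of compound wells and 100% = 10 µM Aha-Tn7 peptide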
#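 assay system = human clot-derived fibrin DD(E) complex | quantity = Fibrin-DD(E) at 2 µM final | timing = 10 min preincubation, 3 h with tracer, room temperature | signal = fluorescence polarization | measure = percent inhibition | benchmarks = high control wells with 10 µM unlabelled Aha-Tn7 peptide (full inhibition) | replicates = singlicate testing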
# ADAM17 inh – inhibitors of human ADAM17; recombinant ADAM17, EDANS/DABCYL FRET peptide cleavage; inhibition, % at 6.95 µM; 370,000 compounds, 0.83% hits;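 active = inhibition above the mean of compounds lying between control limits plus 3 SD, set per campaign, cut at about 8.5% in these data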;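 note: 0% = DMSO-only wells as the low control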
# Target sequence (P78536 215-824 limits assumed): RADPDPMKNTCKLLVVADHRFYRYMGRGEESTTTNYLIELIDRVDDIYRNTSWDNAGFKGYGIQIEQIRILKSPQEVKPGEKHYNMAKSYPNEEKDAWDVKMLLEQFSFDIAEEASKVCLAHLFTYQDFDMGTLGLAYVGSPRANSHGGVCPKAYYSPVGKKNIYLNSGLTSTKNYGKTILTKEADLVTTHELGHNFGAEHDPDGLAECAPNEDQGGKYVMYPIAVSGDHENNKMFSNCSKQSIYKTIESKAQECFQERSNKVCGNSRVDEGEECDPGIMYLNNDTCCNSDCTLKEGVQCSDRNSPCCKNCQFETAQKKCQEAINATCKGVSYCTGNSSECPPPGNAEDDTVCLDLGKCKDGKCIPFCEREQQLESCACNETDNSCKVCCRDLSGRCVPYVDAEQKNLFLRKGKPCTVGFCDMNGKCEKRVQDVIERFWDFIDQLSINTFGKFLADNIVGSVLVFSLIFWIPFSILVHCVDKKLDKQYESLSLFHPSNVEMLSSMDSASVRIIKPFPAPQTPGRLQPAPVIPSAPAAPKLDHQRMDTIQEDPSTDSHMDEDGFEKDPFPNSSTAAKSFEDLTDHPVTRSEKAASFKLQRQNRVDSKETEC
# MBD2 inh – inhibitors of human MBD2 binding to methylated oligonucleotide; Q9UBB5; TR-FRET; inhibition, % at 4.4 µM; 370,000 compounds, 0.31% hits; AID 686964; in the data active = inhibition above about 13%
# Target sequence (Q9UBB5 whole entry, looked up): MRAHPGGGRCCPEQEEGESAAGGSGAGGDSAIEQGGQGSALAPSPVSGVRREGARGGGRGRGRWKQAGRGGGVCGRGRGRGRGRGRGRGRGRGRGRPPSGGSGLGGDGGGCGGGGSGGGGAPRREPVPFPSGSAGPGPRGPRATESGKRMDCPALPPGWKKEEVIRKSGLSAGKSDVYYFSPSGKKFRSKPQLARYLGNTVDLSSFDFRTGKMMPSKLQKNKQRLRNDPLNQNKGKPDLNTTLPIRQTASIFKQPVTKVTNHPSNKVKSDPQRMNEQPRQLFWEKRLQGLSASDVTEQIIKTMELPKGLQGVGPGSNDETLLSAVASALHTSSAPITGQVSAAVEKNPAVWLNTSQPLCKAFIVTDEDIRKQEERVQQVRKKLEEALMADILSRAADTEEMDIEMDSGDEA
# ARFGAP1 inhibitor – rat ARFGAP1 inhibition; AID 651572; Arfgap1-stimulated ARF1 GTP hydrolysis, GDP FP detection; Q62848; 360,000 compounds, 0.26% hits; inhibition, % at 16.5 µM;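 active = inhibition above a per-plate limit, mean inhibition of low control wells plus 3 SD, cut at about 25% in these data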;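 note: 0% = DMSO wells with enzyme and 100% = wells lacking Arfgap1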
#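 Assay system: Rat Arfgap1 GAP domain (His6, aa 1-136), purified enzyme | Buffer or medium: HEPES 25 mM pH 7.5, NaCl 150 mM, MgCl2, DTT | Schedule: GTP hydrolysis reaction 2 h at 25 °C | Signal: FP of antibody-bound GDP Alexa 633 tracer, ex 620/em 688 nm | Measure: Percent inhibition of Arfgap1-stimulated GTP hydrolysis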
# PLCg1 inh – inhibitors of human phospholipase C gamma1. purified PLC-gamma1, fluorogenic substrate, fluorescence. 370,000 compounds, 0.84% hits. P19174. AID 720700. inhibition, % at 12.2 µM; in the data active = inhibition above about 9.5%
# proKLK7 act – activators of human kallikrein-7 zymogen | 370,000 compounds, 0.9% hits | P49862 | purified proKLK7, EDANS-DABCYL substrate fluorescence; 100% is mature enzyme control, 0% vehicle | AID 652039 | activation, % at 7 µM;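 active = activation above the mean of all tested compounds plus 3 SD, computed per campaign excluding outliers beyond control limits, cut at about 13% in these data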
# * = called active by the depositor; i = inactive; . = not tested or not shown. This is a random part of the collection; about 4.1% have a hit in one of these screens.
UHRF1 binding	ASAP1 inh	SMILES	Tn6 DDE FP	PLCb3 inh	Tn7 DDE FP	ADAM17 inh	MBD2 inh	ARFGAP1 inhibitor	PLCg1 inh	proKLK7 act
0	-12	O=C(COc1ncnc2c(Cl)cc(Cl)cc12)N1CCN(S(=O)(=O)c2ccccc2)CC1	3	-1	1	-2	4	-3	1	-0.5
5	-20	COc1ccc(Cl)cc1C(=O)NCCN1CCOCC1	7	-1	1	2	2	11	3	0.3
0	15	CCc1cccc2c(C(=O)COC(=O)/C=C/c3ccc(O)c(OC)c3)c[nH]c12	1	-41	1	-10	3	6	-34	-1.6
-1	.	CN1CCCN(C(=O)CSc2nnc(-c3cccnc3)n2C2CCCCC2)CC1	-5	-3	12	-4	3	.	-2	0.7
3	3	COC(=O)C1(C#N)C(c2ccccc2)C1(C(=O)OC)C(=O)OC (stereo unspecified)	5	-1	0	-2	7	0	5	-0.3
-5	8	C=CC[C@@H](CC(=O)OC(C)(C)C)C(=O)OC[C@@H]1CCCN1C(=O)[C@H](CC=C)CC(=O)NCCO	-2	4	1	0	-6	-6	7	0.0
1	-3	Cc1cc(C)nc(Nc2cccc(Cl)c2)n1	-1	-4	3	-4	-2	-2	-2	0.0
0	0	O=C(N/N=C/c1ccc[nH]1)c1ccccc1[N+](=O)[O-]	0	-2	-2	-4	4	-1	2	-0.9
-4	4	COc1ccc(C(=O)n2cc(C(=O)c3cc(C)ccc3O)cn2)cc1	3	-1	-6	0	-4	1	0	0.3
1	6	C/C(=N/NC(=O)CNC(=O)c1ccccn1)c1ccccc1	0	2	-5	1	-1	-4	1	-1.2
1	-8	CCCNC(=O)c1ccc(C2SCC(=O)N2CCc2ccccc2)cc1 (stereo unspecified)	3	1	-6	3	-4	0	3	0.5
2	13	CC(=O)Nc1cccc(NS(=O)(=O)c2cc3c4c(c2)CCN4C(=O)CC3)c1	0	4	-1	3	-1	3	4	-0.3
-2	-3	O=C(CN1C2=NCCN2c2ccccc21)c1ccc(Br)s1	-10	-1	-5	-3	3	-9	3	-0.7
-3	4	O=C1CC2(CCCC2)Oc2ccc(F)cc21	0	-1	-6	-3	0	-6	-3	-2.0
2	6	C/C(=N/NC(=O)c1cc(Cl)ccc1O)C12CC3CC(CC(C3)C1)C2	-2	-244	3	-146	2	16	-223	6.0
-9	1	COCCNC(=O)c1c(N)n(CCC2=CCCCC2)c2nc3ccccc3nc12	-2	i	-2	-275	-3	-5	i	-2.0
2	12	Cn1c2c(c(=O)n(C)c1=O)C(CC(=O)Nc1ccc(F)cc1)C(=O)N2 (stereo unspecified)	5	-4	1	-6	3	9	-3	0.1
1	3	Cc1ccc2cccc(S(=O)(=O)n3nc(C)cc3C)c2n1	11	-2	-3	-6	2	5	-2	-0.5
0	-16	N=c1oc2ccc3ccccc3c2cc1-c1nc(-c2ccccc2)cs1	10	-8	6	-3	-3	-14	-9	-1.7
2	-4	CC(CO)(CO)NC(=O)c1ccc(=O)[nH]n1	2	-1	-2	-4	-1	10	2	0.0
2	-12	O=C1CCc2cc(NS(=O)(=O)c3ccc(Br)cc3)cc3c2N1CC3	0	-7	-4	-1	1	8	-2	-0.1
3	-5	CN(C)CCNC(=O)c1onc(CSc2ccc(F)c(F)c2)c1C(=O)NCCN(C)C	4	0	2	-4	2	10	2	0.6
-7	9	CCN1CCC(=NNC(=O)c2ccc(C)c([N+](=O)[O-])c2)CC1	-5	2	3	-2	-5	2	4	-0.1
3	-2	CNC(=O)COc1coc(CN2CCN(c3ccc(OC)cc3)CC2)cc1=O	-2	-9	2	3	-3	5	3	-0.4
-2	3	COc1ccccc1OCCSc1nc2ccc([N+](=O)[O-])cc2s1	3	3	8	4	-5	12	-2	0.0

# Individual results from above.
# CCCNC(=O)c1ccc(C2SCC(=O)N2CCc2ccccc2)cc1 (stereo unspecified) – Tn7 DDE FP: -6
# O=C1CCc2cc(NS(=O)(=O)c3ccc(Br)cc3)cc3c2N1CC3 – MBD2 inh: 1

# Carrying on.
UHRF1 binding	ASAP1 inh	SMILES	Tn6 DDE FP	PLCb3 inh	Tn7 DDE FP	ADAM17 inh	MBD2 inh	ARFGAP1 inhibitor	PLCg1 inh	proKLK7 act
2	-4	C/C=C/C(=O)OCC(=O)Nc1cc(-c2cc(C)c(C)cc2C)nn1-c1ccccc1	-1	-1	8	4	5	8	-3	-0.4
-2	2	Cc1ccc(S(=O)(=O)C(CCC(=O)N2CCOCC2)S(=O)(=O)c2ccc(C)cc2)cc1	-4	2	8	1	-6	-6	-6	0.0
4	1	CCOc1ccc(Nc2cc3n(c(=O)n2)CCc2cc(OC)c(OC)cc2-3)cc1	-10	-24	9	-3	4	5	-13	1.4
2	6	Cn1nnnc1SCC(=O)NCc1cccs1	1	0	-3	-1	1	-1	2	-0.1
1	2	CCCNC(=O)C1(C)CCCN(C(=O)C(c2ccccc2)c2ccccc2)C1 (stereo unspecified)	3	-1	4	-4	2	-19	1	-0.1
0	1	O=C(OC1CCOC1=O)c1ccc(Cl)c(S(=O)(=O)N2CCCCC2)c1 (stereo unspecified)	-4	-3	-2	1	-3	11	2	-0.1
2	8	O=C(NC1CCCCC1)C(c1cccs1)N(CCCN1CCOCC1)C(=O)c1ccc(-c2ccccc2)[nH]1 (stereo unspecified)	1	-2	-5	1	2	-11	1	0.1
-1	0	O=C(O)CCC(=O)NN1C(=O)c2ccccc2NC1c1ccco1 (stereo unspecified)	5	-432	7	-226	3	-8	-315	15*
-1	-5	O=C(NNC(=O)c1ccc(F)cc1F)c1ccc2c(c1)OCO2	3	-6	-2	0	-2	-2	-1	0.2
0	-9	COc1ccc(N2CC(C(=O)NCCc3ccc(Cl)cc3)CC2=O)cc1 (stereo unspecified)	3	-5	-2	0	-6	0	4	-0.3
1	5	CSCCC(C)N1CCC(Oc2ccc(C(=O)NCc3ccccn3)cc2)CC1 (stereo unspecified)	2	-1	4	-4	2	-3	-2	-0.2
2	-17	O=C1NCCNC1c1ccccc1 (stereo unspecified)	-3	-3	-1	-8	2	-4	5	0.0
-4	5	CC(C)NC(=O)CSc1nnc(-c2ccncc2)n1-c1ccccc1	-1	0	3	-2	0	-1	2	-0.4
0	-2	O=C(O)c1ccc(N2C(=O)CC(N3CCN(c4ccc(Cl)cc4)CC3)C2=O)cc1 (stereo unspecified)	2	-5	-1	-4	-3	8	0	0.4
-1	10	COC(=O)[C@@]12C[C@@H](CC(=O)NCCc3ccccc3OC)C(=O)N(Cc3ccco3)C1=CCC(C)(C)C2	-4	2	-1	-1	-2	-8	3	0.2
1	1	COc1ccccc1C(=O)Nc1ccccc1C(=O)NC1CCCCC1	2	-5	5	-5	-3	6	-1	-0.2
3	2	CCc1ccc(/C=N/NC(=O)c2ccc(OC3CCCC3)cc2)s1	-1	1	-6	5	-1	0	7	0.1
-4	-10	COc1ccc(/C(C)=N/NC(=O)C2C3CCCCC32)c(OC)c1 (stereo unspecified)	4	2	-4	0	-2	-16	-3	-0.3
-3	-4	Cc1c(Cl)c([N+](=O)[O-])nn1CCCC(=O)N(Cc1ccccc1)Cc1ccccc1	-6	1	0	6	-2	-2	5	0.4
0	9	Cc1nonc1OC(C)CNc1ccc([N+](=O)[O-])cc1 (stereo unspecified)	-8	1	0	-4	0	14	4	-0.5
2	13	O=C(CSc1nnc(SCc2ccccc2)s1)N/N=C/c1c(Cl)cccc1Cl	6	-1	5	1	4	-12	6	0.2
-3	-2	N=c1c(C(=O)NCCc2ccccc2)cc2c(=O)n3ccccc3nc2n1CC1CCCO1 (stereo unspecified)	4	i	-3	i	-10	2	i	99*
7	1	COCCNC(=O)CSc1nc2ccccc2c(=O)n1CCC(=O)NCCc1ccc(OC)c(OC)c1	-5	-6	-3	-7	4	-1	4	-0.5
2	6	COc1ccc(Cl)cc1NC(=O)CN(C)C(=O)Cc1n[nH]c(=O)c2ccccc12	-1	-10	1	-5	-2	-8	-2	0.3
20	-3	Cc1nn(C)c(C)c1Nc1ccc(N2C(=O)C3C4C=CC(C4)C3C2=O)cc1[N+](=O)[O-] (stereo unspecified)	7	-5	0	-3	3	0	2	0.3
0	7	Cc1cccc(NC(=O)/C(C#N)=C/c2cccc([N+](=O)[O-])c2)n1	-13	-23	2	-19	3	1	-14	1.2
-2	-6	CCCC(=O)Nc1nnc(SCC(=O)Nc2ccc3c(c2)OCO3)s1	1	1	-5	0	-4	6	0	-0.2

# Reprinted at random: seven records from the list.
UHRF1 binding	ASAP1 inh	SMILES	Tn6 DDE FP	PLCb3 inh	Tn7 DDE FP	ADAM17 inh	MBD2 inh	ARFGAP1 inhibitor	PLCg1 inh	proKLK7 act
-2	-6	CCCC(=O)Nc1nnc(SCC(=O)Nc2ccc3c(c2)OCO3)s1	1	1	-5	0	-4	6	0	-0.2
4	1	CCOc1ccc(Nc2cc3n(c(=O)n2)CCc2cc(OC)c(OC)cc2-3)cc1	-10	-24	9	-3	4	5	-13	1.4
2	6	COc1ccc(Cl)cc1NC(=O)CN(C)C(=O)Cc1n[nH]c(=O)c2ccccc12	-1	-10	1	-5	-2	-8	-2	0.3
3	2	CCc1ccc(/C=N/NC(=O)c2ccc(OC3CCCC3)cc2)s1	-1	1	-6	5	-1	0	7	0.1
0	7	Cc1cccc(NC(=O)/C(C#N)=C/c2cccc([N+](=O)[O-])c2)n1	-13	-23	2	-19	3	1	-14	1.2
7	1	COCCNC(=O)CSc1nc2ccccc2c(=O)n1CCC(=O)NCCc1ccc(OC)c(OC)c1	-5	-6	-3	-7	4	-1	4	-0.5
2	13	O=C(CSc1nnc(SCc2ccccc2)s1)N/N=C/c1c(Cl)cccc1Cl	6	-1	5	1	4	-12	6	0.2
